Granule exo inh – blocks lytic granule exocytosis | inhibition, % at 10 µM | 360,000 compounds, 0.66% hits | AID 651702 | TALL-104 LAMP-1 surface exposure, flow cytometry; cells stimulated with thapsigargin and PMA;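 active = inhibition above about 55%, limit read from the data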
ABHD5 PLIN5 PPI – blocks binding of human ABHD5 to perilipin-5 | Q00G26+Q8WTS1 | Split G. princeps luciferase complementation, luminescence, 4 h | inhibition, % at 4 µM | 360,000 compounds, 0.78% hits;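 active = inhibition above the mean inhibition across every tested compound plus 3 SD, cut at about 22% in these data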;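 note: 0% = DMSO only wells and the 100% control is not disclosed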
MC4R antagonist – blocks human MC4R cAMP signaling; MC4R-expressing cells, MTII-stimulated cAMP, LANCE TR-FRET; inhibition, % at 6.5 µM; 360,000 compounds, 0.48% hits; AID 540295;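 active = inhibition above its plate's cutoff, the mean of tested wells on that plate plus 3 SD, cut at about 29% in these data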;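 note: 0% = Melanotan II alone and 100% = Melanotan II plus saturating MCL0020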
Target sequence (P32245 whole entry, looked up): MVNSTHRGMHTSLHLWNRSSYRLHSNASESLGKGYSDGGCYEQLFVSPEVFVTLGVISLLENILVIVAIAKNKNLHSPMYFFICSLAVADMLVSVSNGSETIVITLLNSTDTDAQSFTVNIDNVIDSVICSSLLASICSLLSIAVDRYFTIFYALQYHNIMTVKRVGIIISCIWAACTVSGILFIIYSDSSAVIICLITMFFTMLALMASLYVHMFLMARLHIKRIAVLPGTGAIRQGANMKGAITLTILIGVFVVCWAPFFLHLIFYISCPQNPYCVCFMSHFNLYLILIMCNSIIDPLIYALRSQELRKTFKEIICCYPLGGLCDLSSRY
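Material: human MC4R-expressing U2OS cells. Probe or stimulus: Melanotan II challenge. Dosing: 6.5 µM single dose. Times: 30-min compound, 1-h challenge, 1-h detection, room temperature. Technique: TR-FRET with Eu-cAMP and labeled anti-cAMP, 671 nm. Replication: singlicate.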
MC4R ag barr – activates human MC4R beta-arrestin recruitment; activation, % at 8.9 µM; U2OS MC4R beta-arrestin complementation, luminescence; percent of melanotan II response, DMSO zero; 360,000 compounds, 0.98% hits; P32245;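 active = activation above a per-plate cutoff, the mean activation of sample wells on that plate plus 3 SD, cut at about 8% in these data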
HTR2A ag – activates the mouse 5-HT2A serotonin receptor. activation, % at 7.6 µM. AID 624169. 360,000 compounds, 0.66% hits. CHO-K1 mHTR2A beta-arrestin complementation, luminescence; percent of 30 µM serotonin response;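 active = activation above a run cutoff, the mean activation of all tested compounds plus 3 SD, cut at about 14% in these data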;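 note: 0% = plate median of compound wells and 100% = 30 µM serotonin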
Target sequence (P35363 whole entry, looked up): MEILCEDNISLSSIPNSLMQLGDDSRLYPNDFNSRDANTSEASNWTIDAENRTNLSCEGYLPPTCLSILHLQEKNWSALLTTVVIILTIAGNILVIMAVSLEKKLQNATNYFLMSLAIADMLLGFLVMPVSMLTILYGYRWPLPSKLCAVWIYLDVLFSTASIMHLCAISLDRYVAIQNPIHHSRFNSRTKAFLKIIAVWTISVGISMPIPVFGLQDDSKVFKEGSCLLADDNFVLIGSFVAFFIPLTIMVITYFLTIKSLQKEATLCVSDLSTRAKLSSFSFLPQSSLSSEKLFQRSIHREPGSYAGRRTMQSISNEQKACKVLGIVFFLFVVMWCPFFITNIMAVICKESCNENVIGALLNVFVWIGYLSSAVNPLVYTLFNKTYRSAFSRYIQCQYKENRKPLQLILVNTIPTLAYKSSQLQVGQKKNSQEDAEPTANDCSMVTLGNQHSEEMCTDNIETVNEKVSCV
N-glyco inh – N-linked glycosylation inhibition | D54 ERlucT glycosylation luciferase reporter, 24 h; percent of 100 nM tunicamycin response | reporter increase, % at 12.5 µM | 360,000 compounds, 0.23% hits;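 active = mean luciferase reporter signal, scaled so untreated is 0 and the glycosylation-blocking control 100, at or above a set limit in every replicate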;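 note: luciferase carries N-glycosylation sites so blocking glycosylation raises the light; 0% = median of neutral control wells and 100% = median of 100 nM tunicamycin wells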
H9c2 protect – modulators protecting cardiomyocytes from myocardial damage; AID 588492; 360,000 compounds, 0.63% hits; H9c2 cardiomyocytes, H2O2 injury protection, ATPLite, 2 h; protection from H2O2 cell death, % at 20 µM;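 active = compounds giving at least 50% protection of heart cells from peroxide-induced death in the single-dose screen, raw or plate-pattern-corrected value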;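 note: 0% = DMSO wells with peroxide and 100% = DMSO wells without peroxide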
aDG glyco act – increases alpha dystroglycan glycosylation. Pro5-aDG cells, alpha-DG glycosylation AlphaScreen (IIH6); 0% Pro5, 100% B10-LARGE cell signal. activation, % at 10 µM. 360,000 compounds, 0.22% hits;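 active = activation of at least 8% versus controls, or a plate z-score of at least 8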;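 note: Pro5 are CHO cells carrying HIG-tagged alpha-DG that lacks glycosylation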
hiPSC survival – increases survival of single human iPS cells | 360,000 compounds, 0.044% hits | hiPSC single-cell survival, ATPlite luminescence; 100% = ROCK inhibitor wells, 0% = DMSO | survival enhancement, % at 20 µM; in the data active = survival enhancement above about 18%;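 note: cells exposed to compounds for 16 hours before the ATP read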
ABCB6 inh 2 – human ABCB6 transporter inhibition. Q9NP58. K562-ABCB6 porphyrin accumulation, flow cytometry, 1 h; stronger effect = lower value. fluorescence ratio to DMSO, % at 10 µM. 360,000 compounds, 0.19% hits;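 active = fluorescence ratio to DMSO below 75%, the collection mean minus 3 SD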;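 note: signal is porphyrin accumulated inside mitochondria; 100% equals median channel fluorescence of DMSO control wells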
* marks the source's active call; other numbers are inactive results; . = not tested or not shown.

Start of the listing, in advance (2 entries):
Under each structure – HTR2A ag	H9c2 protect	ABHD5 PLIN5 PPI	Granule exo inh	MC4R antagonist	MC4R ag barr	ABCB6 inh 2	N-glyco inh	aDG glyco act	hiPSC survival
1) CCCCC(O)(c1ccc(OC)cc1)C(CN1CCOCC1)c1ccccc1 (stereo unspecified)
 : 5	-4	5	-1	8	5.0	88	-9	0.2	-0.5
2) COc1cc(C(=O)N/N=C(\C)Cn2nc([N+](=O)[O-])cc2C)ccc1O
 : -3	2	2	2	-1	-2.4	99	0	-0.2	0.4

This part in full, from the start:
Under each structure – HTR2A ag	H9c2 protect	ABHD5 PLIN5 PPI	Granule exo inh	MC4R antagonist	MC4R ag barr	ABCB6 inh 2	N-glyco inh	aDG glyco act	hiPSC survival
1) CCCCC(O)(c1ccc(OC)cc1)C(CN1CCOCC1)c1ccccc1 (stereo unspecified)
 : 5	-4	5	-1	8	5.0	88	-9	0.2	-0.5
2) COc1cc(C(=O)N/N=C(\C)Cn2nc([N+](=O)[O-])cc2C)ccc1O
 : -3	2	2	2	-1	-2.4	99	0	-0.2	0.4
3) COc1ccc(CCNC(=O)C2(c3ccccc3)CC2)cc1
 : 3	0	10	0	-6	-4.6	95	-2	0.2	0.0
4) COc1ccc(C(=O)OCc2ccccc2C#N)cc1S(=O)(=O)N1CCOCC1
 : -3	14	-3	12	2	-0.3	97	-1	-0.2	3.8
5) CC(=O)c1ccc(NC(=O)CC2S/C(=N/N=C3CCCCCC3)NC2=O)cc1 (stereo unspecified)
 : -3	-6	2	-3	-5	-2.1	97	2	0.4	3.7
6) Cc1cc(=O)[nH]c(SCC(=O)Nc2nonc2C)n1
 : 3	3	-2	-5	18	-1.1	98	0	0.0	0.2
7) CC(=O)c1ccccc1NC(=O)CSc1n[nH]c(=O)n1C1CC1
 : 1	0	3	5	12	-0.5	102	2	-0.1	-3.9
8) C[C@H](NC(=O)C1CCN(S(=O)(=O)c2ccccc2)CC1)C(=O)NCc1ccc(Cl)cc1Cl
 : 1	-2	-7	1	5	-0.2	97	0	0.1	-0.3
9) O=C(C[n+]1cc(-c2ccc(Cl)cc2)n2c1CCC2)Nc1nc(-c2ccc(F)cc2)cs1
 : 1	-11	1	-3	-4	-2.7	99	2	0.1	-0.4
10) Cc1oc(-c2ccc(Cl)cc2)nc1CN1CCCC(C(=O)NCc2ccco2)C1 (stereo unspecified)
 : 0	-2	3	-1	0	-0.2	98	-2	1.6	0.1
11) CC(=O)Oc1ccc(-c2ccc(C(=O)Nc3cccc(S(=O)(=O)N4CCOCC4)c3)cc2)cc1
 : -4	7	7	0	9	1.6	96	5	1.3	2.7
12) C=CCn1c(NC(=O)c2ccc(C)cc2)nc2ccccc21
 : -6	4	0	4	7	1.9	100	7	0.0	-0.7
13) CC1CCC(NC(=O)CN2C(=O)NC(C)(C)C2=O)CC1 (stereo unspecified)
 : -4	1	-2	-4	3	-4.0	98	-1	0.1	-0.5
14) Cn1nc(C(F)(F)F)c2cc(C(=O)Nc3ccc(F)c(Cl)c3)sc21
 : 6	-16	3	36	7	2.6	92	-7	0.2	-0.1
15) Cc1cc(C)c(NC(=O)c2ccccc2N(C)S(C)(=O)=O)c(C)c1
 : 6	8	-12	2	18	-0.4	104	-1	-0.3	-1.2
16) COc1ccc(CNCC(O)COc2ccc(C)cc2[N+](=O)[O-])cc1 (stereo unspecified)
 : -6	2	3	-1	3	-1.9	93	0	0.1	-0.1
17) CCCCc1cc(=O)oc2cc(C)cc(OC(C)C(=O)NC(Cc3c[nH]c4ccc(O)cc34)C(=O)O)c12 (stereo unspecified)
 : 5	-2	-2	3	2	-1.1	105	3	0.0	-1.8
18) CCOC(=O)c1sc(NC(C)=O)nc1C
 : 1	-7	4	3	2	0.2	90	2	0.1	-1.7
19) CC[C@@H]1C(c2ccccc2)=NN(c2ccccc2)[C@H]1C(=O)N1CCOC1=O
 : -4	-2	4	1	10	-0.3	108	-2	0.1	-2.7
20) Cc1cc(SCC2=NNC(=O)C2)c(Cl)cc1Cl
 : -2	1	6	3	2	-0.1	98	0	-0.2	0.2
21) O=C(Cn1c(=O)oc2ccccc21)N1CCN(S(=O)(=O)c2ccccc2)CC1
 : 4	1	4	-2	7	1.8	102	0	-0.3	-0.5
22) CCOC(=O)c1c(C)[nH]c(C)c1C(=O)COC(=O)c1cccc(C)c1O
 : -13	-9	-5	0	10	2.1	100	3	0.4	6.4
23) CCC(c1nc2ccccc2c(=O)n1-c1nc2ccccc2s1)N1C(=O)c2ccccc2C1=O (stereo unspecified)
 : 5	-1	1	-2	5	0.6	100	25	0.1	0.3
24) O=C(c1ccccc1)c1ccc(O)cc1O
 : 1	-9	-1	1	0	-1.3	102	1	-0.3	-0.2
25) Cn1cc(C(=O)CCl)c2ccccc21
 : 0	-6	12	5	13	-1.6	97	8	0.9	-3.0
26) COc1cccc(-c2nc(CS(=O)(=O)CC(=O)Nc3ccccc3C)c(C)o2)c1
 : 2	0	13	5	-3	1.3	98	3	0.1	-0.5
27) CCCCC1=C(C(=O)OCC)C(C(=O)OCC)Oc2ccccc21 (stereo unspecified)
 : 1	-12	-3	-4	15	1.7	105	-1	0.4	2.1
28) CC(=O)NCCc1ccc(C(=O)COC(=O)c2ccco2)cc1
 : -3	-8	0	2	3	0.8	96	1	0.0	-3.1
29) O=C(O)c1cc2c([nH]c1=O)CCCC2
 : -2	9	-3	-4	2	-0.7	103	2	-0.1	1.9
30) CCNC(=O)C1(C)CCN1CCC(=O)c1ccc(C)cc1 (stereo unspecified)
 : 6	3	-3	2	4	1.3	102	0	-0.2	2.2

Brought forward from above: 4 compounds, followed by the next part.
Under each structure – HTR2A ag	H9c2 protect	ABHD5 PLIN5 PPI	Granule exo inh	MC4R antagonist	MC4R ag barr	ABCB6 inh 2	N-glyco inh	aDG glyco act	hiPSC survival
27) CCCCC1=C(C(=O)OCC)C(C(=O)OCC)Oc2ccccc21 (stereo unspecified)
 : 1	-12	-3	-4	15	1.7	105	-1	0.4	2.1
28) CC(=O)NCCc1ccc(C(=O)COC(=O)c2ccco2)cc1
 : -3	-8	0	2	3	0.8	96	1	0.0	-3.1
29) O=C(O)c1cc2c([nH]c1=O)CCCC2
 : -2	9	-3	-4	2	-0.7	103	2	-0.1	1.9
30) CCNC(=O)C1(C)CCN1CCC(=O)c1ccc(C)cc1 (stereo unspecified)
 : 6	3	-3	2	4	1.3	102	0	-0.2	2.2
31) CC(C)CCNC(=O)CNC(=O)c1cccs1
 : 4	8	2	2	-3	-0.7	96	2	-0.1	-1.1
32) COc1ccc(Cl)cc1N(C(=O)c1ccco1)C(C(=O)NC1CCCC1)c1ccncc1 (stereo unspecified)
 : 9	-4	-4	27	8	0.3	94	0	0.1	-0.7
33) O=C(CC[C@H]1O[C@@H](n2ccc(=O)[nH]c2=O)[C@H](O)[C@@H]1O)NCCc1c[nH]c2ccccc12
 : 9	8	3	-3	.	.	101	0	-0.2	-3.4
34) C#CCSc1nnc(-c2ccc(O)cc2)o1
 : 3	-2	-2	-2	16	-1.4	104	2	-0.3	5.9
35) CCc1ccccc1S(=O)(=O)Cc1ccc(C(=O)NCc2ccc3c(c2)OCO3)o1
 : 6	17	2	2	14	0.6	105	-3	-0.1	0.3
36) CCOC(=O)COc1ccc2cc(C(=O)OCC)c(=O)oc2c1
 : 0	-4	3	0	21	-0.7	102	1	-0.4	-1.0
37) N#Cc1ccc(CN2CCN(C(=O)CN3C(=O)NC4(CCCC4)C3=O)CC2)cc1
 : -1	-13	4	4	2	3.0	100	-1	0.3	-0.4
38) COc1ccc(C)cc1NC(=O)N1CCCc2ccccc21
 : 2	-1	-7	-1	4	-0.1	98	-1	0.0	5.2
39) COc1ccc(CC(NC(C)=O)C(=O)N2CCN(C(=O)Nc3cccc(F)c3)CC2)cc1OC (stereo unspecified)
 : 1	15	2	-10	-2	-0.8	95	1	-0.3	2.1
40) CN1CCN(Cc2c(C(=O)N/N=C/c3cccc(Br)c3)nnn2-c2nonc2N)CC1
 : -11	-8	8	22	1	0.0	96	-10	-0.2	-0.2
41) C=CCNC(=O)C1CC(=O)N(c2ccc(OCC(=O)Nc3cccc(OC)c3)cc2)C1 (stereo unspecified)
 : 5	3	2	-4	18	-1.7	96	1	0.8	-0.6
42) O=C1OCCC1Sc1nnc(-c2ccc(Cl)cc2Cl)o1 (stereo unspecified)
 : 2	-9	5	12	19	2.4	95	-15	0.0	0.2
43) COC(Cn1c(-c2cccc(S(=O)(=O)N(C)C)c2)n[nH]c1=S)OC
 : 9	7	3	0	0	1.5	108	1	-0.1	0.9
44) O=C(N/C(=C/C=C/c1ccccc1)C(=O)N1CCOCC1)c1ccccc1Br
 : 1	9	-3	1	-3	-2.3	97	-2	0.1	-1.7
45) Cc1ccc(S(=O)(=O)Cn2nnnc2C(c2ccccn2)N2CCN(c3ccccc3)CC2)cc1 (stereo unspecified)
 : -2	2	0	1	0	-1.7	97	-1	-0.1	0.4
46) O=C(NC(=S)Nc1ccc(Oc2ccccc2)cc1)c1ccc(Cl)cc1
 : 1	-13	6	-1	5	-3.4	99	-2	0.1	0.2
47) Cc1[nH]nc2c1C1(CCOCC1)C(C#N)=C(N)O2
 : 2	5	-9	-1	3	-1.5	101	-1	-0.2	-2.8
48) COCc1c(Br)c(C)nc(OCC(=O)N/N=C/c2ccc(C)o2)c1C#N
 : 7	10	1	3	8	-2.9	100	0	-0.1	-0.7

Down the list, as entered above:
ABHD5 PLIN5 PPI, entries 34 to 45: -2, 2, 3, 4, -7, 2, 8, 2, 5, 3, -3, 0
HTR2A ag, entries 34 to 45: 3, 6, 0, -1, 2, 1, -11, 5, 2, 9, 1, -2

Assay outcomes from PubChem.
